ELG1 repair inh – inhibitors of ELG1-dependent DNA repair in HEK293T cells | HEK293T ELG1-luciferase reporter, luminescence, 16 h; DNA damage induced by 5-fluorouridine | Potency, µM (doses to about 46.1 µM), inactives show top-dose activity change, negative = inhibition, hits mostly inhibitors | 2.3% of 330,000 active | AID 504467; also: potency is read from the fitted curve at half-maximal effect; % is scaled to controls: 0 for no effect and ±100 for the full control effect; nearly all actives have a fitted effect of over 55% in size
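Quantitative HTS, concentration-response format. 2,000 cells/well co-treated with 5-fluorouridine and compound, 16 hr in 5% CO2 at 37 °C; ONE-Glo luminescence read after 30 min.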
TRPV1 ag – human TRPV1 agonism | Q8NER1 | TRPV1-expressing cells, Fluo-8 calcium influx, agonist mode | activation, % at 8.33 µM | 0.19% of 320,000 active | AID 540275; in the data active = activation above about 80%; inconclusive = between about 30% and that limit; also: 0% is about no effect
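TRPV1-expressing cells were cultured overnight at 35.5C and loaded with Fluo-8 calcium dye for 40 to 90 min at room temperature. After a 10 s baseline, compound was added and calcium influx was read kinetically for 3 min (ex 480/em 520 nm).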
BRCA1 expr act – BRCA1 expression activation; 1.1% of 380,000 active; MCF7-BRCA1-FFLuc reporter, luminescence, 48 h; response scale: scaled: vehicle 0%, 10 µM genistein 100%; Potency, µM (titrated, usually from 46.1 µM), inactives show at the top dose activation, usual class: activators; also: potency is read from the fitted curve at half-maximal effect; nearly all actives have a fitted effect of over 80% in size; some results filed as inactive show a strong effect at the top dose
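Cells: MCF7-BRCA1-FFLuc, 2000/well. Exposure: 48 h, 37 °C, 5% CO2. Read: luminescence, 15 min post-substrate. Controls: genistein 10 microM (maximal activation), DMSO (neutral).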
a7 integrin act – activators of alpha7 integrin expression for muscular dystrophy | 0.064% of 350,000 active | alpha7betagal myoblasts, beta-gal FDG fluorescence, 48 h | Potency, µM (top dose mostly 38.3 µM), for the others: at the top dose activation, actives largely listed as activators | AID 624291;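 also: potency is read from the fitted curve at half-maximal effect; 100% = response of the positive control SU9516; nearly all actives have a fitted effect of over 60% in size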
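Alpha7betagal+/- myoblasts (passage 13) were plated 16-24 hr, then exposed to compounds (1:260 dilution of DMSO stock) for 48 hours at 37C. After MPER lysis, β-galactosidase reporter activity was read as FDG fluorescence (ex 480/em 540) after 30 minutes.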
AT treatment – potential ataxia-telangiectasia treatment; 0.19% of 320,000 active; […] A-T fibroblasts, KAP-1 phosphorylation AlphaLISA; neocarzinostatin DNA damage 30 min before lysis; Potency, µM (titrated, usually from 57.5 µM), inactives show at the highest dose activation, most hits filed as activators; also: potency is read from the fitted curve at half-maximal effect; % of control where 0% means no effect; nearly all actives have a fitted effect of over 45% in size
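ATM-like activity read as KAP-1 phosphorylation via AlphaLISA donor/acceptor antibody pairs after lysis and 6 hr at 25C. Cells were ATM-null patient fibroblasts ([…], hTERT), dosed 60 min, then exposed to the DSB inducer NCS for 30 min.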
PTAP TSG101 blk – blocks PTAP/TSG101 interaction to inhibit HIV-1 budding. Fluorescence polarization, FITC-PTAP peptide / Tsg101 binding. AID 493005. 340,000 tested, under 10 active. Potency, µM (highest dose often 115 µM), for inactives: top-dose activity change, negative = inhibition, hits mostly inhibitors. Q99816; active = well fitted inhibition curve with a large enough effect in the main read-out, with a control signal flat, not every such curve was filed as active; inconclusive = small, poorly fitted or top-dose-only effect, or effect the other way, or a change in a side signal; inactive = no such curve, though single readings can be large or run the other way; also: potency is read from the fitted curve at half-maximal effect; % of control where 0% means no effect
Target sequence (Q99816 whole entry, looked up): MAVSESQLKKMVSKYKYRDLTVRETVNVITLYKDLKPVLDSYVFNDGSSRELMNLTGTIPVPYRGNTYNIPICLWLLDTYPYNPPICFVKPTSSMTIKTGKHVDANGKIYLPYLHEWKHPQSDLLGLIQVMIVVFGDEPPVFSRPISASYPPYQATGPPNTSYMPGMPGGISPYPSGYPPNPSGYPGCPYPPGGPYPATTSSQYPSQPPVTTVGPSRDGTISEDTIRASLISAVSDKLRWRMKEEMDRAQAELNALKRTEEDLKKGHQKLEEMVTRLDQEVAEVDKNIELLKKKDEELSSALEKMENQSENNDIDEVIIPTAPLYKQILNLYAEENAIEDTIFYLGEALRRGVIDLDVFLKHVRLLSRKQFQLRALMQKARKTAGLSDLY
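Steps: Tsg101 binding domain dispensed (10 uM final), compounds pinned in DMSO, FITC-labeled PTAP-motif peptide added (50 nM final); after 20 min binding at room temperature, polarization measured.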
MLL CXXC-DNA inh – MLL CXXC-DNA interaction inhibition | Q03164 | MLL-CXXC / FITC-HOXA9 DNA fluorescence polarization | 0.037% of 290,000 active | Potency, µM (series often up to 115 µM), for inactives: top-dose activity change, negative = inhibition, actives largely listed as inhibitors; active = well fitted inhibition curve with a large enough effect in the polarisation, with a control signal flat, not every such curve was filed as active; inconclusive = small, poorly fitted or top-dose-only effect, or effect the other way, or a change in a side signal; inactive = no such curve, though single readings can be large or run the other way; the % refers to the polarisation; also: potency is read from the fitted curve at half-maximal effect
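Purified MLL-CXXC (added from a 7 uM solution) was preincubated 5 min at ambient with pinned compounds in 50 mM Tris-HCl pH 7.5, 50 mM NaCl, 1 mM DTT, 0.05% BSA. Fluorescein-labeled HOX-A9 DNA (50 nM solution) followed, 30 min, then polarization read.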
TCR activator – activates T cell receptor signaling. primary human leukocytes, anti-CD3, IL-2 HTRF, 48 h. Potency, µM (doses to about 9.22 µM), for inactives: at the highest dose activation of IL-2 secretion, actives largely listed as activators. 330,000 tested, under 10 active; also: % of control where 0% means no effect
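Readout: HTRF IL-2, Eu-cryptate/d2 antibody pair, 320nm excitation, 665nm emission. Stimulus: a-CD3 beads, no co-stimulation. Cells: primary human leukocytes. Exposure: 48 hr with compound.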
B2AR arrestin – recruits beta-arrestin to the human beta2-adrenergic receptor. beta-arrestin recruitment to beta2AR, cell-based reporter. 0.02% of 330,000 active. Potency, µM (titrated, usually from 46.1 µM), for the others: at the top dose activation, most hits filed as activators. P07550. AID 492947;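 also: potency is read from the fitted curve at half-maximal effect; 0% = DMSO controls and full agonism = EC100 isoproterenol or metaproterenol; nearly all actives have a fitted effect of over 65% in size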
Target sequence (P07550 whole entry, looked up): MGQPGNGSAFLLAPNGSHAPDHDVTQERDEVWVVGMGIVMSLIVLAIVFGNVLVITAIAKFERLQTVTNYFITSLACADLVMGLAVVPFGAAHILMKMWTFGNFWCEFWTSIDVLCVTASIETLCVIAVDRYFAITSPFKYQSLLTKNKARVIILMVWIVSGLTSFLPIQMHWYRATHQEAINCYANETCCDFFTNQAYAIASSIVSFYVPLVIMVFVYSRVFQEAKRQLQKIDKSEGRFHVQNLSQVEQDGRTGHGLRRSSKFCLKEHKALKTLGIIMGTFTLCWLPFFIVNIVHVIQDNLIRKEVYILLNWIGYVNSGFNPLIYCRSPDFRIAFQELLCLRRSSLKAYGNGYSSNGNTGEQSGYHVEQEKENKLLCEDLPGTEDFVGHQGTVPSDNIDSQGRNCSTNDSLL
p53 reactivation – mutant p53 re-activation in reporter cells; Potency, µM (highest dose often 92.2 µM), for inactives: top-dose activity change, positive = activation, usual class: activators; AID 504706; H1299 p53-A138V BP100-luciferase reporter, luminescence, 24 h; 0.063% of 320,000 active; also: potency is read from the fitted curve at half-maximal effect; % of control where 0% means no effect; nearly all actives have a fitted effect of over 45% in size
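H1299 (p53-null), stable ts p53-A138V + BP100-Luc; 1000 cells/well, Opti-MEM/10% FBS; cpd 4 pt, 1:5; 24 h, 37 deg C, 5% CO2; detection reagent 10 min RT; luminescence.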
The depositor's hits bear a star; ? = inconclusive; nt = not tested or not shown; & = joins results of further samples; [ ] = another dose, or the depositor's remark. Unless noted, calls follow the shape of the dose curve; as a rule, active = well fitted curve in the direction sought with a large enough effect; inconclusive = small, poorly fitted or top-dose-only effect, or another doubt; inactive = no such curve, though single readings can be large; an effect the other way counts as inactive or inconclusive.

The line under a structure holds: TRPV1 ag, PTAP TSG101 blk, BRCA1 expr act, B2AR arrestin, AT treatment, MLL CXXC-DNA inh, TCR activator, a7 integrin act, ELG1 repair inh, p53 reactivation
Cc1c(C(=O)NC2CC2)oc2ccc(S(=O)(=O)N3CCCCCC3)cc12
    ?, -10%, -46%, -0.5%, 12%, 3%, nt, -10%, ?, -6%
COc1ccc2nc(SCC(=O)NC3CCCCC3C)[nH]c2c1 (stereo unspecified)
    ?, -12%, -35%, 0.1%, 14%, nt, 0%, -12%, -19%, 3%
CCn1c(=O)c(C(=O)Nc2nc3ccccc3[nH]2)c(O)c2ccccc21
    0, -2%, -44%, 0.0%, 1%, -24%, -6%, -27%, 1%, -9%
COC(=O)c1cc(OC)c(OC)cc1NC(=O)Nc1cccc(C(C)=O)c1
    4, -5%, -8%, 0.3%, 5%, -19%, -5%, -4%, 0%, -10%
O=S1(=O)NC(=NCC(c2ccco2)N2CCCCC2)c2ccccc21 (stereo unspecified)
    6, -4%, 6%, 0.2%, 5%, -1%, 3%, -46%[inhibitor], -15%, 4%
O=C(CN(C1CCCCC1)S(=O)(=O)c1ccc(Cl)cc1)N1CCOCC1
    9, 0%, 3%, 0.3%, nt, 8%, -4%, 4%, 17%, -5%
Clc1ccccc1-c1nnc2sc(-c3ccco3)nn12
    11, 0%, 14%, 0.3%, 10%, ?, 0%, -9%, 0%, -11%
Cc1[nH]c(=O)c(C#N)c(C)c1CCC(=O)N(C)CC(=O)Nc1ccc(Cl)c(Cl)c1
    -1, 1%, -14%, 0.1%, 10%, 16%, 4%, 7%, 5%, 7%
CNS(=O)(=O)c1cccc(C(=O)OCC(=O)Nc2ccc(N3CCCCC3)cc2)c1
    -7, 0%, 33%, 0.1%, -4%, 7%, 6%, 15%, 29%, -2%
CC(COC(=O)c1ccccc1)(COC(=O)c1ccccc1)/[N+]([O-])=C/c1ccccc1
    ?, -5%, -13%, -0.8%, -4%, 0%, -15%[46.1 µM], 6%, -5%, -3%
Nc1ccc(C(=O)NCC2(c3ccccc3)CCCC2)cc1
    2, 0%, 9%, -0.2%, 3%, 8%, 0%, -17%, 7%, -6%
Cc1cc2c(cc1S(=O)(=O)CCC(=O)NCCc1ccccc1)OCC(=O)N2
    -2, 0%, 31%&9%, 0.1%, 1%, nt, -6%, 12%, 10%, nt
Cc1ccccc1-n1nc2c(c1NC(=O)CC(C)C)CS(=O)C2 (stereo unspecified)
    1, -2%, -4%, 0.1%, 6%, -6%, 1%, -5%, ?, 0%
CC(C)Cn1cc(C(=O)N2CCC(C)CC2)c2c3ccccc3n(C)c2c1=O
    ?, -1%, -35%, -0.1%, -3%, 5%, -1%, -7%, ?, 0%
CCOC(=O)Nc1ccc(OC)c([N+](=O)[O-])c1
    1, -8%, 26%, -0.1%, 3%, 3%, -1%, 17%, ?, -3%
C=Cn1cc[n+](CC(=O)c2cccs2)c1
    1, -4%, 25%, -0.2%, -1%, -4%, nt, 20%, 7%, 6%
Cc1ccc(C(=O)c2ccccc2C(=O)OCC(=O)Nc2cccc([N+](=O)[O-])c2)cc1
    6, -2%, 3%, -0.2%, -2%, -3%, 2%[46.1 µM], -15%, ?, 14%
CC(C)Cn1nc(C(=O)NCc2ccccc2CN2CCCC2)c2ccccc2c1=O
    14, -2%, -58%, 0.7%, 8%, nt, 0%, -7%, -17%, -10%
O=S(=O)(c1ccc(Br)cc1)N1CCCN(Cc2ccccc2F)CC1
    14, -1%, -21%, -0.7%, 4%, -4%, -3%, 26%, -4%, -7%
Cc1ccc2[nH]c(=O)c(CN(CCCO)C(C)c3nnnn3Cc3ccco3)cc2c1 (stereo unspecified)
    0, -7%, 0%, -0.4%, -2%, 2%, 2%, -9%, 6%, -5%

Limited to TRPV1 ag and PTAP TSG101 blk (2 entries from above):
compound	TRPV1 ag	PTAP TSG101 blk
CNS(=O)(=O)c1cccc(C(=O)OCC(=O)Nc2ccc(N3CCCCC3)cc2)c1	-7	0%
CC(COC(=O)c1ccccc1)(COC(=O)c1ccccc1)/[N+]([O-])=C/c1ccccc1	?	-5%

Next section
The line under a structure holds: TRPV1 ag, PTAP TSG101 blk, BRCA1 expr act, B2AR arrestin, AT treatment, MLL CXXC-DNA inh, TCR activator, a7 integrin act, ELG1 repair inh, p53 reactivation
CC(NC(=O)Cn1ccsc1=N)C12CC3CC(CC(C3)C1)C2 (stereo unspecified)
    0, -2%, -36%, 0.2%, 4%, -9%, 8%, -40%, -1%, -9%
CCC(C)(C)n1nnnc1C(c1ccc(F)cc1)N1CCC(C(N)=O)CC1 (stereo unspecified)
    5, -1%, -11%, -0.5%, -5%, 14%, 0%, 10%, 11%, -1%
Cc1sc2ncn(CC(=O)N3CCCCC3)c(=O)c2c1C
    3, 1%, 2%, -0.3%, 0%, 1%, 12%, ?, 15%, 9%
COc1ccc2c(c1)CCc1c(C(=O)N3CCCC3)noc1-2
    ?, -1%, ?, 0.5%, 6%, 11%, -10%, 1%, ?, ?
O=C(N[C@H]1CCC(=O)N([C@H](CSc2ccccc2)Cc2ccccc2)CC1)OCc1ccccc1
    21, 2%, -8%, -1.1%, -3%, 1%, -1%, -19%, ?, 11%
O=C(c1cc(S(=O)(=O)N2CCN(c3ccccc3)CC2)ccc1Cl)N1CCCC(C(F)(F)F)C1 (stereo unspecified)
    ?, -8%, -68%, 7.5%, 0%, nt, 3%, -9%, 4%, 2%
Fc1ccc(CSc2nnc(-c3cccnc3)o2)cc1
    0, -2%, 77%, -0.5%, 10%, 0%, -4%, 7%, ?, 4%
O=C(NNC(=O)C1CCCN(c2ncccn2)C1)c1ccc(F)cc1 (stereo unspecified)
    0, -9%, -1%, -0.6%, -3%, 2%, -19%, 14%, 0%, -1%
COC(=O)[C@@]1(Cc2ccc(OC)cc2)[C@H]2c3cc(C(=O)N(C)C)n(CCc4ccc(OC)c(Br)c4)c3C[C@H]2CN1C(=O)c1ccccc1
    3, nt, nt, 0.2%, -7%, 23%, nt, nt, -17%, 3%
Cc1ccc(C(=O)Nc2ccc(C(=O)N3CCCCC3)cc2)o1
    8, 1%, 83%, -0.7%, 2%, -8%, 1%, -11%, ?, 14%
O=C(N/N=C/c1cn(-c2ccccc2)nc1-c1cccnc1)c1cccnc1
    1, 0%, 2%, -0.9%, 1%, -3%, 2%, ?, ?, 2%
COc1cccc(C2=CC(=O)CC(C)(C)C2)c1
    7, -6%, 0%, 0.2%, 17%, nt, -3%, -27%, ?, 0%
CN(CC(=O)Nc1ccccc1Cl)C(=O)C1CCN(C(=O)c2ccc(F)cc2)CC1
    -5, 0%, -5%, -0.3%, 3%, nt, nt, 13%, 4%, 4%
O=C(CSc1nc2cc([N+](=O)[O-])ccc2n1-c1ccccc1)NCc1ccc2c(c1)OCO2
    ?, -4%, -11%, 2.4%, -18%, -29%, 2%[46.1 µM], -12%, 12%, ?
C=CCOc1ccc(CNn2cn[nH]c2=S)cc1OC
    0, -9%, 4%, -2.0%, 0%, 6%, 2%, -8%, 26%, 10%
CC(=O)NC(C)C12CC3CC(CC(C(=O)O)(C3)C1)C2 (stereo unspecified)
    2, -2%, -2%, -0.1%, 0%, 0%, -4%, 13%, ?, 1%
Cc1ccc(C(C)C)cc1S(=O)(=O)Nc1ccncc1
    -10, 0%, -4%, 0.2%, 6%, 14%, -2%, 30%, 13%, -5%
Cc1ccc2nc3c(c(C(=O)OCC(=O)NC4CCS(=O)(=O)C4)c2c1)CCCC3 (stereo unspecified)
    0, 0%, -6%, 0.1%, -2%, 5%, -3%, -32%, -4%, -2%
N#Cc1cc(S(=O)(=O)N2CCOCC2)ccc1N1CCOCC1
    1, -7%, 2%, -0.5%, 7%, 6%, -5%, -14%, 4%, ?
CC(C)C(=O)Nc1cccc(C(=O)Nc2nccs2)c1
    -1, -7%, 66%, 0.3%, 10%, 1%, 1%, 5%, -10%, 5%
O=C(O)c1cc(N/N=C/c2ccc(N3CCOCC3)s2)ccc1Cl
    0, 0%, ?, -0.5%, -9%, 0%, -11%[46.1 µM], 28%, ?, ?
Cc1cc(C)c2cc(C#N)c(N3CCCC3)nc2c1
    -1, -3%, 4%, -0.3%, 5%, -2%, 0%, 18%, 3%, 3%
O=C(O)CC1(Cc2nc(-c3cccs3)no2)CCCC1
    3, 2%, 0%, 0.2%, 8%, 1%, 1%, -23%, 14%, -3%
O=C(Nc1ccc(N2CCOCC2)nc1)c1ccc(F)cc1
    ?, -1%, 72%, 0.4%, -6%, -8%, -4%, 2%, ?, ?
COC(=O)c1ccccc1NC(=O)C1CC(=O)N(c2ccccc2)C1 (stereo unspecified)
    7, -1%, 1%, -0.3%, 0%, 0%, 3%, -27%, 5%, -20%
Cc1ccnc(NC(=O)c2ccc(Cl)c([N+](=O)[O-])c2)c1
    24, 0%, -77%, -0.1%, -5%, 8%, 2%, -11%, ?, ?

Screens deposited in PubChem BioAssay by National Center for Advancing Translational Sciences (NCATS).
